# G9a block = G9a (human) methyltransferase inhibition; Q96KQ7; G9a H3K9 monomethylation, AlphaScreen, 2 h; Potency, µM (series often up to 102 µM), for the others: at the top dose activity, negative = inhibition, most hits filed as inhibitors; 350,000 tested, 8.8% active; AID 504332; note: potency is the fitted concentration of half-maximal effect; % is set by controls: 0 for no effect and ±100 for the full control effect; nearly all actives have a fitted effect of over 75% in size
#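 Step 1: enzyme (final 20 nM) with compound, 15 min RT. Step 2: substrate peptide 500 nM and SAM 20 uM, 2 h RT. Step 3: anti-H3K9me1 antibody and AlphaScreen beads, 10 min, then plate read.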
# PI4K2A inh = PI4K2A (human) kinase inhibition; 420,000 tested, 0.13% active; Q9BTU6; purified PI4K2A, ADP-Glo luminescence, 1 h; hits give low values; activity change, negative = inhibition, % at 76.9 µM; in the data active = activity change below about -50%; inconclusive = mostly about -30% to -49%;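 note: -100% = wells without enzyme as full effect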
#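 ADP-Glo luminescence measured ADP generated by PI4K2A enzyme (4 ug/mL before mixing) with 1.2 mM PI substrate (pre-mix) and 300 microM ATP (pre-mix). Tris pH7.5 buffer with MgCl2, Triton X-100; 1 h reaction at ambient temperature.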
# ERG Ets-DNA blk = blocks human ERG Ets domain binding to DNA; 370,000 tested, 0.028% active; fluorescence polarization, His-ERG Ets domain / labelled DNA; AID 624246; Potency, µM (top dose mostly 76.9 µM), inactives show at the top dose FP activity, negative = inhibition, actives largely listed as inhibitors; active = well fitted inhibition curve with a large enough effect in the polarisation, with a control signal flat; inconclusive = small, poorly fitted or top-dose-only effect, or effect the other way, or a change in a side signal; inactive = no such curve, though single readings can be large or run the other way; the % refers to the polarisation;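 note: polarization taken with two DNA probes labelled with fluorescein and Texas red; potency is the fitted concentration of half-maximal effect; % of control where 0% means no effect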
#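 His-tagged ERG Ets domain (1 uM in the protein solution; 300mM KCl, 50mM Tris-HCl, 1mM EDTA, 1mM DTT, pH 7.5) received compound, then a probe mix of 5 nM fluorescein-DNA and 100nM Texas-615-DNA. Fluorescence polarization was read for both dyes.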
# GLS inhibitor = glutaminase GLS (human) inhibition; O94925; GLS enzymatic activity, qHTS titration; Potency, µM (doses to about 45.5 µM), for the others: at the top dose activity change, negative = inhibition, usual class: inhibitors; 410,000 tested, 0.21% active; note: potency is the fitted concentration of half-maximal effect; % is set by controls: 0 for no effect and ±100 for the full control effect
#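 Compounds were pin-transferred onto hKGA, after which L-glutamine (1 mM solution) and a detection mix of glutamate oxidase, HRP and Amplex Red were added. Initial and 30 min RT fluorescence reads were collected.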
# HP1b chromo inh = inhibitors of HP1-beta chromodomain binding to methylated histone tails | Potency, µM (doses to about 114 µM), for inactives: at the top dose activity change, negative = inhibition, most hits filed as inhibitors | AlphaScreen HP1-beta / biotin-H3K9me3 peptide binding | P83916 | 390,000 tested, 0.56% active | AID 540317; note: potency is the fitted concentration of half-maximal effect; nearly all actives have a fitted effect of over 70% in size; inactives centre near 23
#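 Compound inhibition of the preformed complex between 50 nM HP1-beta and 50 nM biotinylated H3K9me3 peptide was read by AlphaScreen. Buffer was PBS pH 7.4 with 0.01% Tween-20. Incubations ran 30 min at room temperature, with 10 ug/mL donor/acceptor beads.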
# BAZ2B inh = blocks human BAZ2B; AlphaScreen BAZ2B-H3K14Ac peptide displacement; Potency, µM (series often up to 114 µM), for the others: top-dose activity change, negative = inhibition, hits mostly inhibitors; 360,000 tested, 4.4% active; Q9UIF8; note: potency is the fitted concentration of half-maximal effect; % is set by controls: 0 for no effect and ±100 for the full control effect; nearly all actives have a fitted effect of over 60% in size
#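 Compounds, titrated to a top concentration of 110 uM, were incubated 30 min at room temperature with preformed BAZ2B/acetyl-K14 H3 peptide complex (50 nM each). Proximity signal was measured by AlphaScreen after 20 min with beads.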
# RGS4 inhibitor = human RGS4 inhibition; Transcreener GDP fluorescence polarization, RGS4-accelerated GTP hydrolysis; 390,000 tested, 0.039% active; AID 504845; Potency, µM (titrated, usually from 114 µM), without a hit: at the top dose activity change, negative = inhibition, usual class: inhibitors; note: potency is the fitted concentration of half-maximal effect; % is set by controls: 0 for no effect and ±100 for the full control effect; nearly all actives have a fitted effect of over 75% in size; some results filed as inactive show a strong effect at the top dose
#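 MLSMR compounds (23 nl, pin-transferred) preincubated 10 min at room temperature with a 500nM (2x) first reagent, then RGS4 at 900nM (2x) plus Transcreener GDP mix added; fluorescence polarization (620/688 nm) read before and after 90 min at 30 °C.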
# ALOX12 inh = ALOX12 (human) lipoxygenase inhibition. AID 1671190. purified 12hLO, xylenol orange hydroperoxide absorbance. P18054. 580,000 tested, 1.1% active. Potency, µM (titrated, usually from 108 µM), for inactives: at the top dose activity change, negative = inhibition, actives largely listed as inhibitors; note: potency is the fitted concentration of half-maximal effect; % is set by controls: 0 for no effect and ±100 for the full control effect
#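 Purified human 12hLO at 150 nM in 25 mM Hepes, 0.01% Triton X-100, pH 7.0, preincubated 15 min at room temperature with compound. Reaction started with 40 uM arachidonic acid, 30 min at room temperature. Hydroperoxide measured by Fe-xylenol orange, 573/405 nm absorbance ratio.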
# JMJD2A Tudor inh = inhibitors of human JMJD2A Tudor domain; AlphaScreen JMJD2A-Tudor / H3K4me3 peptide binding; 390,000 tested, 4.4% active; Potency, µM (titrated, usually from 114 µM), inactives show at the top dose activity change, negative = inhibition, hits mostly inhibitors; AID 504339; O75164; note: potency is the fitted concentration of half-maximal effect; % is set by controls: 0 for no effect and ±100 for the full control effect; nearly all actives have a fitted effect of over 50% in size
# * marks the source's active call; other numbers are inactive results; ? = inconclusive; . = no result given; [ ] = another dose, or the depositor's remark. Unless noted, calls come from the whole dose curve; as a rule, active = well fitted curve in the direction sought with a large enough effect; inconclusive = small, poorly fitted or top-dose-only effect, or another doubt; inactive = no such curve, though single readings can be large; an effect the other way counts as inactive or inconclusive. Only part of the results is shown; count on the stated rates, not on these rows.
# Start of the data: the first 3 entries as a preview:
SMILES	G9a block	PI4K2A inh	ERG Ets-DNA blk	GLS inhibitor	HP1b chromo inh	BAZ2B inh	RGS4 inhibitor	ALOX12 inh	JMJD2A Tudor inh
Cc1ccc2c(c1)[C@H]1[C@H](CO2)[C@H](c2ccccc2)[C@]2(C)C(=O)N(Cc3ccccc3)CC(=O)N12	.	-0.3	-15.8%	-3.2%	3.9%	.	27.8%	1.3%	-31.4%
Cc1c(C(=O)NCc2cccnc2)oc2ccc(S(=O)(=O)N3CCC4(CC3)OCCO4)cc12	10.8%[2.33 µM]	-2.3	.	-0.9%	7.0%	6.9%	-0.3%	0.2%	-15.1%
CC(=O)c1cccc(N(CC(=O)Nc2ccc(S(=O)(=O)N3CCOCC3)cc2)S(C)(=O)=O)c1	21.9%	3.0	8.4%	1.5%	18.6%	-14.5%	-14.4%	1.0%	-4.2%

# The list itself, from the start:
SMILES	G9a block	PI4K2A inh	ERG Ets-DNA blk	GLS inhibitor	HP1b chromo inh	BAZ2B inh	RGS4 inhibitor	ALOX12 inh	JMJD2A Tudor inh
Cc1ccc2c(c1)[C@H]1[C@H](CO2)[C@H](c2ccccc2)[C@]2(C)C(=O)N(Cc3ccccc3)CC(=O)N12	.	-0.3	-15.8%	-3.2%	3.9%	.	27.8%	1.3%	-31.4%
Cc1c(C(=O)NCc2cccnc2)oc2ccc(S(=O)(=O)N3CCC4(CC3)OCCO4)cc12	10.8%[2.33 µM]	-2.3	.	-0.9%	7.0%	6.9%	-0.3%	0.2%	-15.1%
CC(=O)c1cccc(N(CC(=O)Nc2ccc(S(=O)(=O)N3CCOCC3)cc2)S(C)(=O)=O)c1	21.9%	3.0	8.4%	1.5%	18.6%	-14.5%	-14.4%	1.0%	-4.2%
Cc1ccc(Nc2cc(C)nc(N3CCOCC3)n2)c(C)c1	15.5%[59 µM]	-0.5	5.6%	0.9%	19.0%	-5.3%	-9.9%	-16.9%	-3.6%
CCOCCOC(=O)C1=C(C)NC(=O)NC1c1ccc2c(c1)OCO2 (stereo not drawn)	19.9%	1.1	-1.8%	5.1%	26.2%	4.2%	15.9%	31.6%	-5.3%
CCC(=O)OC1CSc2nc3ccccc3n2C1 (stereo not drawn)	17.6%[59 µM]	1.3	-1.8%	1.3%	29.8%	7.4%	-11.6%	-2.8%	-14.2%
COc1cccc2c1-c1c(O)cccc1C2=O	-4.6%	2.5	12.3%	-1.1%	14.8%	1.5%	-18.2%	?	-20.3%
CC(=O)c1ccc(N2CCN(C(=O)c3ccc4c(=O)n(-c5ccccc5)c(=O)[nH]c4c3)CC2)cc1	-17.4%[59 µM]	-0.8	-0.3%	-0.4%	1.6%	10.1%	9.4%	?	-20.9%
CCC(C)Sc1cc(-c2nc3ccc(C)cn3c2NCc2ccccc2)ccc1OC (stereo not drawn)	.	2.1	4.2%	34.2%[activator]	?	.	7.6%	26.6%	56.2µM*
COC(=O)c1ccccc1NC(=O)C1CCCO1 (stereo not drawn)	-3.1%[59 µM]	-3.8	-5.2%	3.4%	23.2%	-3.0%	-1.5%	20.9%	-13.9%
CCCCN(C)CCNC(=O)c1c2c(nc3ccccc13)C(=O)N(C1CCCCC1)C2	4.7%[59 µM]	-3.6	9.8%	6.8%	1.4%	-11.6%	-1.1%	-12.4%	-11.3%
CCOc1ccccc1-n1ccnc(NCc2ccc(F)cc2)c1=O	-39.2%[59 µM]	-1.7	1.0%	-4.2%	-8.7%	-38.1%	15.7%	-1.1%	-25.0%
Cc1cc(C)c2cc(C#N)c(NCCNC(=S)NCCCN3CCOCC3)nc2c1	?	-12.1	-0.7%	2.2%	18.2%	-18.0%	-17.0%	-6.9%	?
Fc1ccc(CNCc2ccccc2C(F)(F)F)cc1	?	-6.4	-2.1%	2.2%	49.0%[activator]	6.4%	-1.9%	4.6%	-0.7%
NC1=NN=C(c2ccc3c(c2)OCCO3)CS1	?	-5.6	2.3%	-13.2%	-5.4%	-20.8%	-32.6%	0.4%	-26.1%
Cc1ccc(Cn2c3ccccc3c3cnn(CC(=O)Nc4cc(Cl)ccc4C)c(=O)c32)cc1	0.4%[59 µM]	4.6	1.7%	4.9%	27.4%	1.5%	-11.7%	-6.6%	3.6%
CC1(C)CC(=O)C=C(c2ccc(-c3ccccc3)cc2)C1	-3.1%[0.501 µM]	2.0	-8.9%	1.3%	50.2%[activator]	8.3%	-12.9%	-3.3%	-7.1%
O=C(Cc1cccs1)NNC(=O)c1ccccc1Cl	-13.3%[2.33 µM]	-3.2	-8.0%	4.5%	25.2%	9.0%	5.8%	8.3%	-13.4%
COc1ccc(-c2ccc(NS(=O)(=O)c3ccccc3)cc2)nn1	-19.0%[59 µM]	-9.1	-6.2%	-11.3%	14.8%	2.5%	-5.5%	-2.4%	-9.0%
COc1ccc(C(=O)N2CCC(C(=O)Nc3ccccc3C)CC2)cc1OC	2.5%	0.3	6.0%	-3.6%	45.5%[activator]	-16.6%	-20.0%	-5.4%	-4.3%
COc1cccc(N2C(=O)/C(=C\c3cccs3)NC2=S)c1	?	3.6	-11.0%	-7.6%	47.5%[activator]	-26.5%	2.5%	-6.0%	-12.8%
COc1ccc(Br)cc1CN(C)CC(O)COc1ccc(Br)cc1 (stereo not drawn)	0.7%	-2.1	8.5%	-5.1%	118.8%[activator]	3.3%	-8.6%	?	6.0%
C=C(C)C(=O)Nc1ccc2c(c1)OCCOCCOCCO2	10µM*	-15.3	-10.3%	5.4%	12.6µM*	11.2µM*	18.7%	0.0%	17.8µM*
O=C(CCCN1C(=O)C(c2ccccc2)Oc2cccnc21)NCc1ccc(F)cc1 (stereo not drawn)	23.6%[59 µM]	-3.5	2.2%	-4.8%	43.1%[activator]	-8.1%	7.8%	1.5%	3.4%
O=C(/C=C/c1ccccc1)Oc1ccccc1C(=S)N1CCOCC1	50.1µM*	11.5	3.3%	0.1%	-1.8%	-29.6%	-20.4%	-1.4%	-30.1%
COc1ccc(-n2nc(C(=O)NCC(=O)N3CCCCC3)c3ccccc3c2=O)cc1	13.9%	-1.3	5.0%	-11.3%	20.9%	2.5%	-17.3%	-5.2%	9.2%
c1ccc(-c2cn3c(n2)SCC3)cc1	?	0.7	-11.8%	-1.3%	6.8%	1.6%	-12.9%	0.0%	-3.4%
C#CCN(Cc1ccco1)C(=O)c1ccc(OC2CCN(Cc3ccccn3)CC2)cc1	.	-5.9	-6.5%	-1.5%	?	.	3.1%	-0.7%	-30.8%
Cc1ccc(NC(=O)CSc2cn(CC(=O)N3CCCCCC3)c3ccccc23)cc1	2.7%[59 µM]	-1.9	0.8%	-4.4%	15.0%	8.4%	-7.7%	-2.9%	-15.4%
Cc1sc(NC(=O)C2CSC3(C)CCC(=O)N23)nc1-c1ccc(F)cc1 (stereo not drawn)	.	0.7	-8.6%	7.2%	3.1%	-13.8%	2.8%	369.2%[activator]	-27.2%
O=C(CSc1nnc(CNC(=O)c2ccc(F)cc2)o1)NCc1ccccc1Cl	27.1%	-0.2	9.7%	-2.3%	30.1%	-12.4%	0.7%	-8.6%	-4.4%
CCc1nnc(NC(=O)c2cccc(S(=O)(=O)N3CCc4ccccc43)c2)s1	15.3%[59 µM]	13.8	0.9%	-8.4%	32.7%	8.4%	3.7%	480.5%[activator]	-13.7%
CCn1c(CNC(=O)c2ccc3c(c2)OCO3)nnc1SCC(=O)Nc1ccccc1F	-6.7%	0.6	2.2%	71.6%[activator]	-2.4%	-16.2%	-7.7%	14.9%	-14.4%
Cc1ccc(C(=O)C[n+]2cc(-c3ccc(C)cc3)n3c2CCCCC3)cc1	?	-6.0	2.8%	3.6%	7.4%	31.3%[activator]	7.5%	-9.6%	-13.2%
CCS(=O)(=O)c1nc(S(=O)(=O)c2ccc(Cl)cc2)c(N2CCC(O)CC2)s1	.	3.9	-6.8%	-10.7%	63.7%[activator]	-4.8%	-10.6%[56.9 µM]	9.2%	-15.5%
O=C(NCCc1cccc(Cl)c1)C1CCC(=O)N(Cc2ccc(Cl)cc2)C1 (stereo not drawn)	49.6%	-1.5	0.4%	-12.2%	32.3%	-14.5%	-16.1%	-19.2%	2.9%
COc1cccc(OC)c1NC(=O)c1nc2c(nnn2Cc2ccccc2Cl)c(=O)[nH]1	9.3%	-2.9	3.7%	-34.1%	37.4%	1.3%	-1.5%	1.5%	-4.4%
CCOc1ccccc1C(=O)NCC(=O)OCC(=O)N1CCCC1	.	-0.1	-4.1%	-3.3%	39.4%[activator]	.	-0.7%	-10.8%	2.1%
O=C(COc1ccccc1)OCC(=O)N1CCCc2ccccc21	12.8%[0.501 µM]	2.1	10.3%	2.9%	30.1%	2.2%	7.2%	8.6%	2.7%
Cc1ccc(NC(=O)COC(=O)CCc2ccccc2)c(Cl)c1	107.4%[activator]	5.9	-3.6%	14.8%	30.6%[activator]	90.5%[activator]	-3.8%	-5.9%	31.2%
CN(C(=O)CN1C(=O)NC(C)(CCc2ccccc2)C1=O)c1ccccc1 (stereo not drawn)	-7.0%	5.7	6.1%	17.6%	26.3%	11.4%	13.4%	-17.9%	-1.4%

# Compound activity deposited in PubChem by National Center for Advancing Translational Sciences (NCATS).
